NPYLR7 agonist = agonists of mosquito NPYLR7 receptor, primary screen, cell-based, Aedes aegypti, calcium fluorescence, mosquito biting behavior. Aedes aegypti neuropeptide Y-like receptor 7 (NPYLR7). HEK293T NPYLR7/Galpha15, GCaMP6s calcium fluorescence. activation, % at 10 µM. 270,000 tested, 0.15% active. AID 1259423, 2018; in the data active = activation above about 40%;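 note: 0% = vehicle and 100% = reference agonist at the receptor; some compounds past the cut are filed as inactive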
mcGAS lum = cyclic GMP-AMP synthase inhibitors, mouse, primary biochemical chemiluminescence; Q8C6L5; recombinant cGAS, Kinase-Glo ATP depletion luminescence; inhibition, % at 12.5 µM; 160,000 tested, 0.15% active;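 note: 0% = negative control wells and 100% = reference inhibitor with no enzyme activity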
hcGAS inh = Primary biochemical luminescence assay for human cyclic GMP-AMP synthase inhibitors | Q8N884 | recombinant h-cGAS, ATP depletion, Kinase-Glo luminescence | inhibition, % at 12.5 µM | 290,000 tested, 0.081% active;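 note: 0% = vehicle reaction and 100% = reaction without DNA for no activity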
Target sequence (Q8N884 whole entry, looked up): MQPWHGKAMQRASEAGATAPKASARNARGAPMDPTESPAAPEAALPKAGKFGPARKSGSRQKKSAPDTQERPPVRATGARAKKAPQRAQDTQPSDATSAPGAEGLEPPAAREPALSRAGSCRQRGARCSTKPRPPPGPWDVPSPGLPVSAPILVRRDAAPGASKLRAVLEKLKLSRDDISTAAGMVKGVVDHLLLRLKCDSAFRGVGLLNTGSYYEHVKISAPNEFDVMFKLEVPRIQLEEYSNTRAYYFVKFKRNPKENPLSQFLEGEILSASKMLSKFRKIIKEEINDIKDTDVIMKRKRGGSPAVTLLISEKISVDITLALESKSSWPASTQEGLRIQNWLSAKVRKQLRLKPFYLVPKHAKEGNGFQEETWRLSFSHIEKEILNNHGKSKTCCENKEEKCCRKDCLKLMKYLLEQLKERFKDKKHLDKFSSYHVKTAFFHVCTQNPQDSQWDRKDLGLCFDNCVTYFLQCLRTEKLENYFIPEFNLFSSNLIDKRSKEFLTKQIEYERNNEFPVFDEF
Numbers without * were called inactive; . = no result given; & = joins results of further samples; ! = repeats disagree. Cut-off read from the data, not from the text of the source, unless noted: active = inhibition above about 40%; inactive = the rest.

Values run as follows: NPYLR7 agonist | mcGAS lum | hcGAS inh
> O=C(c1ccc2nonc2c1)N1CCN(CC(OCc2c(F)cccc2F)c2ccc(Cl)cc2)CC1 (stereo not drawn)
  . | -6 | -4
> Cc1cccc(-c2ncc(CNCCS(=O)(=O)N3CCCC3)cn2)c1
  -3 | . | 2
> Cc1ccc(C(c2c(O)cc(C)n(Cc3cccnc3)c2=O)N2CCN(c3ccccc3)CC2)cc1 (stereo not drawn)
  12 | . | -7
> O=C(Cc1ccccc1)Nc1ccnn1C1CCN(Cc2cc3ccccc3s2)CC1
  -2 | -3 | -4
> Cc1ccc(-n2ncc3c(=O)n(NC(=O)c4cccc(C(F)(F)F)c4)cnc32)cc1
  -2 | . | -6
> O=C1OC(/C=C/c2cccc(Cl)c2Cl)=NC/1=C\c1cccs1
  7 | -4 | -7
> CSc1nc(N2CCOCC2)c2cnn(CCNC(C)=O)c2n1
  . | -6 | -7
> COc1cc(=O)n(-c2ccc(C)cc2)nc1C(=O)Nc1ccccc1C(N)=O
  8 | -5 | -5
> COc1ccccc1C(=O)Nc1ccc(Cl)c(-c2nc3cc(C)ccc3o2)c1
  3 | -2 | -2
> Cc1ccc(CN2C(=O)CON=C2c2ccccn2)cc1
  -7 | . | 7
> O=C1N(C2Cc3ccccc3C2)C[C@@H]2C[C@@H](c3ccccn3)N3CCC[C@@]123
  7 | . | -4
> Cc1ccc(-c2nc(C(=O)Nc3ccc(C(=O)N4CCCCC4C)cc3C)cs2)o1 (stereo not drawn)
  0 | . | 1
> CC(=O)Nc1ccc(N2C(=O)CSC2c2ccc(OC(F)F)cc2)cc1 (stereo not drawn)
  -2 | . | -11
> COCCOC(=O)C1=C(C)N(C)C(=O)NC1c1ccccc1[N+](=O)[O-] (stereo not drawn)
  -5 | . | -4
> Cc1cc(C)cc(CC(C)NC(=O)C2CCCN2)c1 (stereo not drawn)
  3 | . | -6
> CCOC(=O)c1cc(-c2ccc(F)cc2)n(C2CCN(C(=O)c3ccco3)CC2)n1
  6 | 2 | 5
> CCOc1ccccc1-c1cc(NCCO)nc(N)n1
  11 | . | -4
> O=C(NC1CC1)C1CCCN(C2CCN(c3nccc(C(F)(F)F)n3)CC2)C1 (stereo not drawn)
  24 | . | -6
> O=C(NNS(=O)(=O)c1cccc(C(F)(F)F)c1)c1csc(N2CCOCC2)n1
  3 | -8 | 2
> Cn1c(CO)cnc1SC1C=CCCC1 (stereo not drawn)
  -3 | -8 | -1
> O=c1ccc(C(F)(F)F)cn1Cc1cn(-c2ccc(Cl)cc2)nn1
  -3 | -15 | -6
> CCCn1cnnc1CNc1nc(-c2ccccc2)nc2c1CCNC2
  8 | . | -3
> CCCCc1ccc(NC(=O)COc2cc(=O)n(-c3ccc(C)cc3)nc2C(=O)OCC)cc1
  2 | . | 0
> O=C(c1ccc(F)c(F)c1)N1CCN(C(=O)c2nc(Cl)ccc2Cl)CC1
  14 | . | -4
> CCCC(=O)N1CCC(N2CCC(CNS(C)(=O)=O)C2)CC1 (stereo not drawn)
  -4 | . | -4
> CC1(C(=O)NS(=O)(=O)c2cccc(F)c2)CCN1C(=O)Cc1ccsc1 (stereo not drawn)
  3 | . | -6
> CCOC(=O)C1(C)CCN1C(=O)COc1ccc(C(C)(C)C)cc1 (stereo not drawn)
  -3 | . | -9
> O=C(c1cccc2ccccc12)C1CCCN(C(=O)c2cccc(Cn3cccn3)c2)C1 (stereo not drawn)
  2&2 | -9&-4 | -4&-3
> CCC(CC)NC(=O)CSc1nc(C)c(C)n1C1CCCC1
  -7 | . | -5
> CCC(CC)C(CNC(=O)NCCc1ccccn1)N(C)C (stereo not drawn)
  -1 | . | -8

By substructure: the compounds so far containing a halogen (11)
Values run as follows: NPYLR7 agonist | mcGAS lum | hcGAS inh
> O=C(c1ccc2nonc2c1)N1CCN(CC(OCc2c(F)cccc2F)c2ccc(Cl)cc2)CC1 (stereo not drawn)
  . | -6 | -4
> Cc1ccc(-n2ncc3c(=O)n(NC(=O)c4cccc(C(F)(F)F)c4)cnc32)cc1
  -2 | . | -6
> O=C1OC(/C=C/c2cccc(Cl)c2Cl)=NC/1=C\c1cccs1
  7 | -4 | -7
> COc1ccccc1C(=O)Nc1ccc(Cl)c(-c2nc3cc(C)ccc3o2)c1
  3 | -2 | -2
> CC(=O)Nc1ccc(N2C(=O)CSC2c2ccc(OC(F)F)cc2)cc1 (stereo not drawn)
  -2 | . | -11
> CCOC(=O)c1cc(-c2ccc(F)cc2)n(C2CCN(C(=O)c3ccco3)CC2)n1
  6 | 2 | 5
> O=C(NC1CC1)C1CCCN(C2CCN(c3nccc(C(F)(F)F)n3)CC2)C1 (stereo not drawn)
  24 | . | -6
> O=C(NNS(=O)(=O)c1cccc(C(F)(F)F)c1)c1csc(N2CCOCC2)n1
  3 | -8 | 2
> O=c1ccc(C(F)(F)F)cn1Cc1cn(-c2ccc(Cl)cc2)nn1
  -3 | -15 | -6
> O=C(c1ccc(F)c(F)c1)N1CCN(C(=O)c2nc(Cl)ccc2Cl)CC1
  14 | . | -4
> CC1(C(=O)NS(=O)(=O)c2cccc(F)c2)CCN1C(=O)Cc1ccsc1 (stereo not drawn)
  3 | . | -6

(cont.)
Values run as follows: NPYLR7 agonist | mcGAS lum | hcGAS inh
> COc1ccc(C2=NS(=O)(=O)c3cc(NC(=O)C(C)C)ccc3N2CC(C)C)cc1
  . | -5 | -8
> O=C(CC1(O)C(=O)Nc2ccc(Br)cc21)c1ccccn1 (stereo not drawn)
  -1 | . | 1
> Cc1ccc(C)c(Cc2c(C)nc(C)nc2N2CCN(C(=O)C(C)(C)CCl)CC2)c1
  . | -9 | -10
> O=C(Nc1ccc(-n2nc(OCc3ccc(F)cc3)nc2-c2ccccc2F)cc1)c1cccc([N+](=O)[O-])c1
  19 | -6 | -11
> CCN(CC(=O)Nc1n[nH]c(C(F)(F)F)c1C)c1ccccc1
  1 | 1 | 5
> Cc1c(C)n2c(SCC(=O)N3CC(C)OC(C)C3)nnc2[nH]c1=O (stereo not drawn)
  -12 | -6 | -1
> CC(NC(=O)CC1CCCO1)c1ccc(-c2ccccc2)cc1 (stereo not drawn)
  1 | . | -9
> CCn1nc(C(=O)O)c2c1CCN(C(=O)CCn1cnc3ccccc31)C2
  5 | -11 | -8
> CCc1c(C(C)O)oc2ccc3c(C)cc(=O)oc3c12 (stereo not drawn)
  0 | . | -6
> COc1cc(NC(=O)NCCOc2ccc3nnc(-c4ccccc4)n3n2)cc(OC)c1
  0 | -7 | -5
> Cc1c(CN2CCCC(c3[nH]ncc3CC(C)C)C2)cnn1C (stereo not drawn)
  -1 | . | -2
> CCOC(=O)C1(Cc2ccc(Cl)cc2)CCN(Cc2cnc(SC)nc2)CC1
  13 | -3 | -6
> Cc1cccc(-c2nc(C)c(C)c(N3CCN(C(=O)Nc4ccc(C(C)C)cc4)CC3)n2)c1
  18 | -4 | -7
> O=c1[nH]cc([N+](=O)[O-])c2nc[nH]c12
  -8 | . | -4
> COc1nn(C)cc1C(=O)NCCn1ncc2c(=O)n(Cc3cccc(C)c3)cnc21
  -6 | -8 | -6
> NC(=O)c1ccc(S(=O)(=O)N2CCCC2c2cccs2)cc1 (stereo not drawn)
  -1 | -5 | -2
> CC(=O)Oc1c(C)c(C)c2c(c1C)CCC(C)(CCCC(C)CCCC(C)CCCC(C)C)O2 (stereo not drawn)
  -12 | . | -3
> CCCCCCn1c(SCc2nnc(C)o2)nc2sc3c(c2c1=O)CCC3
  -12 | 0 | 6
> CN1CC(=O)N(CC(=O)N(C2CCCCC2)C2CCCCC2)C1=O
  14 | . | -7
> Cc1cccc(NC(=O)CN(C)C(=O)CCN2C(=O)COc3ccccc32)c1C
  3 | . | -3
> O=C(CSc1ccc(-c2ccccc2)nn1)N1CCN(c2ccccc2)CC1
  1 | -7 | 4
> CCOCCCN(CC(=O)N(Cc1ccc2c(c1)OCO2)Cc1ccco1)C(=O)c1ccc(OC)cc1OC
  . | -4 | -3
> CCCc1[nH]n(-c2cccc(C)c2C)c(=O)c1C1=C([n+]2ccccc2)C(=O)N(c2cccc(C)c2)C1=O
  4 | -7 | -1
> O=C(NCC1CCCN(C(=O)Cc2ccccc2Cl)C1)c1ccc(F)cc1 (stereo not drawn)
  -4 | -3 | 0
> CC1(C(=O)NS(=O)(=O)c2cccs2)CCN1C(=O)CC1CCCC1 (stereo not drawn)
  -1 | -4 | -4
> COCCCN(Cc1c(-c2ccc(F)cc2)noc1N1CCN(C)CC1)S(=O)(=O)c1ccc(C)cc1
  -5 | -1 | 3
> Cc1cc(C)n(-c2ccc(NC(=O)C3CCN(C(=O)CCCc4cccs4)CC3)cc2)n1
  5 | 0 | 4
> CC(C)(C)c1nc2ccc(NS(=O)(=O)c3ccccc3)cc2[nH]1
  4 | . | -8
> C[C@@H]1C(=O)O[C@H]2[C@H]1CC[C@@]1(C)Cc3sc(NS(=O)(=O)c4ccc5c(c4)CN(C(=O)C(F)(F)F)CC5)nc3[C@@H](C)[C@H]21
  -9 | -5 | -5
> CCOC(=O)c1[nH]c2c(c1C)C(=O)C(C(=O)OC)C(C)C2 (stereo not drawn)
  9 | . | -9
> CCNC(=O)C1CCN(Cc2nnc(-c3cccc(Cl)c3)o2)CC1
  22 | . | -5
> COCCCNC(=O)Nc1ccc(N2CCc3sccc3C2)cc1
  -1 | . | -4
> Cc1ccc(CSc2nc(Oc3cccc(C)c3)cc(C(F)(F)F)n2)cc1
  -5 | 1 | 1
> O=C(c1cc(Cl)ccc1[N+](=O)[O-])N(Cc1cccnc1)c1nc2ccc(F)cc2s1
  -18 | -5 | -3
> O=C(Cn1cnc2ccc(Br)cc2c1=O)N1CCNC1=O
  0 | . | 5
> CC1CCCN(C(=O)NCC(=O)N2CCc3ccccc3C2)C1 (stereo not drawn)
  3 | . | -5
> CCSc1ccc(NC(=O)c2cc(C)n(C3CC3)c2C)cn1
  2 | . | -9
> CCCCCc1ccc(C(=O)N(CCCOC)CC(=O)N2CCc3sccc3C2c2ccccc2C)cc1 (stereo not drawn)
  18 | -3 | -8
> CCCc1nc(N2CCCN(C(=O)/C=C/c3ccc([N+](=O)[O-])cc3)CC2)c2cnn(-c3ccccc3)c2n1
  25 | -5 | -10
> CC(Cl)C(=O)Nc1nnc(SCC(=O)c2ccc(F)c(F)c2)s1 (stereo not drawn)
  19 | -7 | -3
> COCCNC(=O)c1ccc(OC2CCN(C(=O)C3=C(C)OCCO3)CC2)c(Cl)c1
  4 | . | -10
> Cc1cc(C(=O)N2CCN(S(=O)(=O)c3ccc(Cl)s3)CC2)c(C)o1
  17 | . | -12
> Cc1ccnc(CC(C)N(C)C(=O)c2ccc3[nH]ccc3c2)c1 (stereo not drawn)
  -5 | -13 | -2
> O=C(NNc1nc2cc(F)ccc2n2cccc12)c1cnccn1
  4 | -7 | 12
> CCOc1cc(C#N)cc(Br)c1OCC(=O)O
  3 | . | -13

Continued; the last two above are carried over.
Values run as follows: NPYLR7 agonist | mcGAS lum | hcGAS inh
> O=C(NNc1nc2cc(F)ccc2n2cccc12)c1cnccn1
  4 | -7 | 12
> CCOc1cc(C#N)cc(Br)c1OCC(=O)O
  3 | . | -13
> CCC(CC)C(=O)Nc1cccc(-c2ccc3nncn3n2)c1
  -18 | -7 | -5
> CCOC(=O)CCc1c(C)[nH]n(-c2nc(C)cc(C)n2)c1=O
  2 | 0 | -1
> Cc1nc2ccc([N+](=O)[O-])cc2s1
  1 | . | -7
> CCCN1CCN(C(=O)c2cn(CCOC)cc3c(=O)n(-c4ccccc4)nc2-3)CC1
  -3 | -10 | -12
> Cc1cccc(-c2nnc(SCC(=O)OCc3ccccc3)n2-c2ccccc2)c1
  . | -3 | -3
> CN1CCC(=C2c3ccccc3Sc3ccccc32)CC1
  54*! | -5 | -3&1&0
> Cc1nccn1-c1ccc(NC(=O)C2CCCN(CCCn3cccn3)C2)cc1 (stereo not drawn)
  18&-6 | . | -7&-5
> COCCCNC(=O)C(NC(=O)c1ccc(OC)cc1)C1CCN(C(=O)Cc2ccccc2)CC1 (stereo not drawn)
  8 | -4 | -4
> CCOC(=O)c1cccc(NC(=O)c2c(-c3ccccc3Cl)noc2C)c1
  1 | . | -3
> COc1ccccc1OCC1c2ccsc2CCN1C(=O)CN(CC1CCCO1)C(=O)Nc1ccc(C)cc1 (stereo not drawn)
  . | -4 | -3
> COc1cc(C(=O)Nc2nc(-c3ccc(I)cc3)cs2)cc(OC)c1OC
  1 | -5 | -9
> CCSc1nc(N2CCOCC2)c2cnn(CCNC(=O)c3cc(-c4cccs4)[nH]n3)c2n1
  3 | -7 | -8
> N#CC1C(=O)Oc2ccc(N)cc2C1c1ccccc1 (stereo not drawn)
  14 | . | 4
> Brc1ccc(Nc2nc3ccccc3n3nnnc23)cc1
  2 | -1 | 1
> COc1ccc(-c2nc3ccc(C4=NNC(=O)CC4C)cc3[nH]2)cc1 (stereo not drawn)
  -12&-4 | -10 | -3&-11
> CCN(Cc1cc(CC(C)C)n[nH]1)CC(F)(F)F
  . | -4 | -9
> COc1cc(CCC(=O)Nc2cccc(NC(=O)N3CCCCCC3)c2)cc(OC)c1
  -15 | . | 0
> CCCCN(CC(=O)NC(C)(C)C)CC(F)(F)F
  3 | . | 3
> COc1cccc(Oc2c(CN(CC(O)Cc3ccccc3)C(C)C)c(-c3ccccc3)nn2C)c1 (stereo not drawn)
  -6 | -1 | 2
> Cc1cc(C)n(CCc2nc3cc(NC(=O)c4ccco4)ccc3n2C)n1
  -1 | -7 | -6

High-throughput results from PubChem BioAssay.
